Screening results deposited in PubChem by Emory University Molecular Libraries Screening Center.
14-3-3g Raf – modulators of human 14-3-3 gamma - Raf peptide interaction; inhibition, % at 40 µM; FP, 14-3-3gamma / TMR-pS259-Raf peptide binding; P61981; hit rate 0.19% among 160,000; AID 422; in the data active = inhibition above about 30%;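 also: 0% = protein plus tracer without compound and 100% = blank with tracer alone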
Target sequence (P61981 whole entry, looked up): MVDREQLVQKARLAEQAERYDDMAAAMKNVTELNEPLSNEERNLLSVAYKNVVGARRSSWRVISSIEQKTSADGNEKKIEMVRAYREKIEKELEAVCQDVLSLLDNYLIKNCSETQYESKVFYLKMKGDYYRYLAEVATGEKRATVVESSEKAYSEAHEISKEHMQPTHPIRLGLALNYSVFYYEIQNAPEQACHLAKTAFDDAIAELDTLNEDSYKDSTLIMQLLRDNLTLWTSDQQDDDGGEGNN
An asterisk follows results filed as active; & = joins results of further samples.

SMILES	14-3-3g Raf
COc1ccc(/C(O)=C2\C(=O)C(=O)N(c3cc(C)on3)C2c2ccccc2OC)cc1C (stereo unspecified)	6.6
O=C(NCC(F)(F)F)N1CCOCC1	4.8
O=C(CSc1ncnc2nc[nH]c12)c1ccc(O)c(O)c1	-14.1
Cc1cc(Cl)ccc1OCC(=O)Nc1ccc(Cl)cn1	-2.0
O=C(O)C1CCCc2c1[nH]c1ccc(Br)cc21 (stereo unspecified)	-11.4
CC(C)c1nnc(NC(=O)CCC(=O)NCC2CCCO2)s1 (stereo unspecified)	-1.6
Cc1sc(NC(=O)CSc2nnnn2C2CCCC2)c(C#N)c1C	-6.0
O=C(Nc1ccon1)c1cccc(Cl)c1	-7.5
Cc1c(-c2ccccc2)n(C)c2ccccc12	-1.4
CN(CC(=O)Nc1ccc(Cl)cc1)S(=O)(=O)c1cccs1	-3.9
CC(c1nnc(SCn2nnc3ccccc3c2=O)n1-c1ccc(Cl)cc1)N(C)C (stereo unspecified)	0.7
O=S(=O)(NCCSc1ccc(Cl)cc1)c1ccc(Br)cc1	1.5
Cn1c(N)c(C(=O)CSc2nc3ccccc3n2-c2ccccc2)c(=O)n(C)c1=O	-26.5
CSC1=C(C#N)C(CC(C)C)C(C(C)=O)=C(C)N1 (stereo unspecified)	0.8
CCCOC(=O)C1=C(C)NC2=C(C(=O)CC(c3cccs3)C2)C1c1ccc(F)cc1 (stereo unspecified)	-2.7

Another view of some results above:
O=C(O)C1CCCc2c1[nH]c1ccc(Br)cc21 (stereo unspecified)
  14-3-3g Raf: -11.4

CC(C)c1nnc(NC(=O)CCC(=O)NCC2CCCO2)s1 (stereo unspecified)
  14-3-3g Raf: -1.6

Cc1sc(NC(=O)CSc2nnnn2C2CCCC2)c(C#N)c1C
  14-3-3g Raf: -6.0

(more compounds)
SMILES	14-3-3g Raf
CCOc1cc(C(=O)Nc2c3c(nn2C(C)(C)C)CS(=O)C3)cc(OCC)c1OCC (stereo unspecified)	-16.1
O=C(Nc1ccccc1Cl)c1cc(S(=O)(=O)NCc2ccc(F)cc2)ccc1F	-6.6
O=C(O)CSc1cccc2cccnc12	-3.1&-11.8
Cc1ccc(NC(=O)CSc2nc3ccccc3c(=O)n2CCC(=O)N2CCCCC2)cc1C	4.0
COC(=O)c1ccc2c(c1)C(=O)N(c1ccccc1OC)C2=O	2.7
COc1cc(C2NC(=O)NC(C)=C2C(=O)OCc2ccccc2)ccc1O (stereo unspecified)	-1.2
COCCn1c(COc2ccccc2)nnc1SCC(N)=O	-5.2
Cc1cccc(-c2nc(Nc3ccc4c(c3)OCCO4)c3ccccc3n2)c1	8.3
COc1cc2c(c(OC)c1)C(c1ccncc1)CC(=O)N2 (stereo unspecified)	2.3
COc1ccc2oc(C)c(C(=O)O)c2c1	2.6
CC(C)(C)OC(=O)NCCc1nnc(S(=O)(=O)Cc2ccc(Cl)cc2Cl)o1	-2.6
C=CCN(C(=O)c1ccc(N2CC3CC(C2)c2cccc(=O)n2C3)c(NC(=O)c2cccs2)c1)c1ccccc1 (stereo unspecified)	-14.2
COc1cccc(C(=O)Nc2c(F)c(F)c(F)c(F)c2F)c1	-5.6
CCN(CC)C(=O)c1cnn(-c2ccccc2)c1NC(=O)c1ccc(C)cc1	-4.1
O=C(CN1CCCCC1)N1N=C(c2c(-c3ccccc3)c3cc(Cl)ccc3[nH]c2=O)CC1c1ccccc1Cl (stereo unspecified)	5.7

Reprinted from the part before: 2 entries; new compounds follow.
SMILES	14-3-3g Raf
CCN(CC)C(=O)c1cnn(-c2ccccc2)c1NC(=O)c1ccc(C)cc1	-4.1
O=C(CN1CCCCC1)N1N=C(c2c(-c3ccccc3)c3cc(Cl)ccc3[nH]c2=O)CC1c1ccccc1Cl (stereo unspecified)	5.7
COc1cccc(-c2cc(C(F)(F)F)nc(N3CCOCC3)n2)c1	8.3
CCOC(=O)c1cc(C(=O)OCC)c2cc(Br)ccc2n1	-8.0
CCOC(=O)c1c(NC(=O)c2ccc(-c3ccccc3)cc2)sc2c1CCC2	-10.6
CCc1ccc(NC2=NC(C(=O)NC3CCCCC3)CC(=O)N2)cc1 (stereo unspecified)	16.3
COc1ccc(C(=O)Nc2ccccc2C(N)=O)cc1[N+](=O)[O-]	10.9
CCN(Cc1ccccc1)C(=O)CN1C(=O)c2ccccc2C1=O	-2.1
Cc1cc2ccccc2c(=O)n1CC(=O)NCC(=O)N1CCN(c2cccc(Cl)c2)CC1	-2.4&-1.3
COC(=O)C1CCN(C(=O)COC(=O)Cn2cnnn2)CC1	-1.2
COc1ccccc1OCCCCCNCCO	-6.2
O=C1c2ccccc2C(=O)N1c1ncc(Cc2ccc(Br)cc2)s1	6.6
CCOC(=O)c1ccc(NC(=O)c2cn(-c3ccccc3)nc2-c2ccc(Br)cc2)cc1	4.5
COc1ccc(S(=O)(=O)Cc2ccc(C(=O)N3CCN(c4cccc(C)c4C)CC3)o2)cc1	-2.4
CC1CCN(C(=O)CSc2nc3c(c(=O)n2-c2ccc(F)cc2)SCC3)CC1	-12.4
O=C(O)c1cn(-c2ccc(Cl)cc2)c(=O)c2ccccc12	8.3
NS(=O)(=O)c1ccc(CCn2c(=S)[nH]c3c(sc4ccc([N+](=O)[O-])cc43)c2=O)cc1	-2.6
O=C1c2ccc(N3CCOCC3)c3c(N4CCOCC4)ccc(c23)C(=O)N1c1ccccc1	-3.5
CCOc1ccc(NC(=O)N2CCN(c3nc4ccccc4s3)CC2)cc1	0.1
O=C(c1ccc(Cl)cc1)N1N=C(C2CCCCC2)CC1(O)C(F)(F)F (stereo unspecified)	3.6
COc1ccc2[nH]cc(C(=O)CN3CCCCC3C)c2c1 (stereo unspecified)	-5.3
C=CCNC(=O)c1cc(-c2ccc3c(c2)OCO3)on1	0.8
CCN1C(=O)c2cccc3c(NC(=O)c4ccc(S(=O)(=O)N(C)C5CCCCC5)cc4)ccc1c23	-8.8
O=C1CCCC2=C1C(c1cccs1)n1c(nc3ccccc31)N2 (stereo unspecified)	-4.9
COc1ccc(-c2c(C)oc3cc(O)cc(O)c3c2=O)cc1OC	-1.8
Oc1ccccc1-c1cc(-c2cccc(F)c2)n[nH]1	-11.6
COc1ccccc1-n1nc(C(=O)Nc2ccc(C)c(F)c2)c2ccccc2c1=O	-2.7
O=C(Cn1cnc2c(cnn2-c2ccc(F)cc2)c1=O)NCC1CCCO1 (stereo unspecified)	1.2
O=C(Cc1ccccc1)Nc1cccc(-c2nnc(-c3ccco3)o2)c1	-11.0
Cc1ccc(N2NC3(CC(C)CC(C)(C)C3)NC2=S)cc1 (stereo unspecified)	-3.4
C=CCNC(=O)C(=O)Nc1ccc(OC)c(OC)c1	-2.2
O=C(CCc1ccccc1)Nc1ccc(I)cc1	-7.4

Next part, overlapping the part above by 2 compounds.
SMILES	14-3-3g Raf
C=CCNC(=O)C(=O)Nc1ccc(OC)c(OC)c1	-2.2
O=C(CCc1ccccc1)Nc1ccc(I)cc1	-7.4
Cc1nc(NCCN)c(C#N)c2c1COC(C)(C)C2	6.2
CC1=C(C(=O)OCc2ccccc2)C(c2ccc([N+](=O)[O-])cc2)CC(=O)N1 (stereo unspecified)	-3.0
Cc1ccc(Nc2nc(N)nc(CN3CCCCCC3)n2)cc1	1.1
CCCCOc1cccc(-c2nnc(N)s2)c1	0.9
CCC(=O)OCCSc1c(-c2ccccc2)c2cc(Cl)ccc2[nH]c1=O	-3.8
CC(C)n1c(CCC(=O)O)ccc1-c1ccccc1	-8.2
Cn1c(CNc2nc3ccccc3n2C)nc2ccccc21	-6.3&7.8
CCOCCCNCc1cccc(OC)c1	0.8
Cc1ccccc1OCc1nc(-c2ccc(-n3cccc3)cc2)no1	-5.7
CCCCN(Cc1ccccc1)C(=O)C1CCN(S(=O)(=O)c2c(C)noc2C)CC1	-7.0
CCOC(=O)C1=C(N)n2c(s/c(=C\c3cccnc3)c2=O)=C(C(=O)OCC)C1c1cccnc1 (stereo unspecified)	-9.1
Cc1ccccc1NC(=O)CSc1nc(N)c(C#N)cc1C#N	-24.3
CC(C)CCNC(=O)C(c1ccco1)N(Cc1ccc(F)cc1)C(=O)c1snc(C(N)=O)c1N (stereo unspecified)	-3.9
O=C(Nc1ncnc2sc3c(c12)CCCC3)c1ccccc1	-7.3
Cc1ccc(C2=NN(CCC(=O)NC(C)c3ccccc3)C(=O)CC2)cc1 (stereo unspecified)	-5.3
COc1ccc(CN(Cc2nc3ccccc3c(=O)[nH]2)C(=O)C(C)(C)C)cc1	-8.7
COc1cc2c(cc1NC(=O)CN1CCN(CC(=O)Nc3ccccc3Cl)CC1)oc1ccccc12	-1.8
COc1cc(C2NC(=O)NC(C)=C2C(=O)OCC2CCCO2)cc(Br)c1O (stereo unspecified)	6.5
CC1(C)CC(NC(=O)C2CCCCC2C(=O)O)CC(C)(C)N1 (stereo unspecified)	-7.5
CC(=O)Oc1cccc(C2C3=C(CC(c4ccccc4)CC3=O)Nc3ccccc3N2C(C)=O)c1 (stereo unspecified)	4.3
CCOc1cc(C2NC(=O)CCC2[N+](=O)[O-])cc(Br)c1OC (stereo unspecified)	3.7
O=C(NCCCN1CCCC1=O)c1cc(=O)c2ccccc2o1	1.8
Fc1ccccc1CSc1ncnc2c1oc1ccccc12	-2.5
N#Cc1c(NC(=O)c2ccccc2Cl)sc2c1CCCC2	-61.1
Cc1cc2c(N)cccc2nn1	44.3*
COc1ccc(C(=O)N2CCc3cc(OC)c(OC)cc3C2)cc1OC	-3.5&-2.3
COc1ccc(CC(=O)Nc2ccc(S(=O)(=O)Nc3nccc(C)n3)cc2)cc1	-7.3
C/C(=C\C(=O)c1ccc(C)cc1)Nc1cccc(O)c1	0.5
COc1ccc(Cl)cc1NC(=O)C1CCN(C(=O)c2ccccc2C)CC1	-3.5
CCOc1ccc2nc(SC3CC(=O)N(c4ccccc4)C3=O)nc(C)c2c1 (stereo unspecified)	-5.9
CCCCCc1nc2ccccc2c(=O)n1N	-5.0
Cc1cccc(N2C(=O)C3C(c4ccccc4Cl)OC4(C(=O)c5ccccc5C4=O)C3C2=O)c1C (stereo unspecified)	-4.4
CC1(C)Cc2c(sc3ncn4nc(CCC(=O)O)c(=O)nc4c23)CO1	-0.1
COC(=O)c1c(N)c(C#N)c2n1CCCCC2	-2.2
CCCS(=O)(=O)N1CCCC(C(=O)N2CCN(c3ccccn3)CC2)C1 (stereo unspecified)	-5.2&-1.1
COc1ccc(-c2cc(C(=O)Nc3cccc(C(C)=O)c3)no2)cc1	2.2
COc1cccc(CNC(=O)C2CCN(S(C)(=O)=O)CC2)c1	-2.6
CC(Oc1cccc(Cl)c1)C(=O)Nc1ccccc1C(=O)N1CCN(Cc2ccccc2)CC1 (stereo unspecified)	-1.0
CCOC(=O)CC(N)c1ccc(OC(C)C)cc1 (stereo unspecified)	-16.9
COC(=O)c1[nH]c2ccccc2c1NC(=O)CN1CCC(C(N)=O)(N2CCCCC2)CC1	-1.9
Cc1cccc(NC(=O)c2cccc(Cn3cc(Cl)cn3)c2)n1	-1.6
COc1cccc(C2CC(c3ccccc3OC)n3nc(N)nc3N2)c1 (stereo unspecified)	-4.8
CC1=C(C(=O)Nc2cc(C)ccn2)C(c2cc(C)sc2C)C2=C(CCCC2=O)N1 (stereo unspecified)	-4.8
CCOc1ccc(NC(=O)Cn2c(=O)[nH]c3ccsc3c2=O)cc1	-10.9
COC(=O)C(NS(C)(=O)=O)(c1c(C)[nH]c2ccccc12)C(F)(F)F (stereo unspecified)	-8.7
O=C1CC(c2ccc(Cl)c([N+](=O)[O-])c2)c2cc(Br)c3ccccc3c2N1 (stereo unspecified)	-1.6
CSc1nc2[nH]c3c(c2c2nncn12)CC(C)(C)OC3	-6.3
O=C(NCc1ccccc1)c1cc(-n2cnnc2)ccc1Cl	-3.2
CC(C)c1ccc(C2NN=C(c3ccccc3)S2)cc1 (stereo unspecified)	-7.0
C/C(Cl)=C/Cn1c(=O)c2c(nc(Br)n2Cc2ccccc2)n(C)c1=O	-9.9
CC(=O)Cc1nsc(NC(=O)c2ccc(-c3cc(C(F)(F)F)ccc3Cl)o2)n1	-14.7
CCn1c(Cc2c(C)[nH]c3ccccc23)nnc1SCC(N)=O	-5.6&-8.6
O=[N+]([O-])c1cc(Br)c2nsnc2c1N1CCCCC1	-3.4
Cc1ccc(-c2ccc(=O)n(CC(=O)NC3CCCCCC3)n2)cc1	-7.0
COc1ccccc1OCCNc1cc(N2CCOCC2)ccc1[N+](=O)[O-]	1.7
Cc1onc(-c2ccccc2)c1C(=O)N1CCN(c2ccccc2F)CC1	-7.6
CCCCNC(=O)Nc1cc(C(F)(F)F)c[nH]c1=O	-4.7
COc1cccc(C(CC(=O)NCc2ccco2)NS(=O)(=O)c2ccc(C)cc2)c1OC (stereo unspecified)	-4.8
CCOC(=O)Nc1ccc2c(c1)N(C(=O)CN1CCN3CCCC3C1)c1ccccc1CC2 (stereo unspecified)	-6.4
COc1ccc([N+](=O)[O-])cc1-n1cnnn1	-3.4

Exported with each value named: two of the compounds above.
SMILES: COc1cccc(C(CC(=O)NCc2ccco2)NS(=O)(=O)c2ccc(C)cc2)c1OC (stereo unspecified)
  14-3-3g Raf = -4.8

SMILES: CCOC(=O)Nc1ccc2c(c1)N(C(=O)CN1CCN3CCCC3C1)c1ccccc1CC2 (stereo unspecified)
  14-3-3g Raf = -6.4

More compounds
SMILES	14-3-3g Raf
Clc1cccc2nnc(-c3ccc(Br)cc3)n12	-9.3
Cc1ccc(S(=O)(=O)c2nc(-c3cccs3)oc2SCc2ccc(F)cc2)cc1	-106.9
O=C(NCC1COc2ccccc2O1)c1cc2c(=O)[nH]c3ccccc3c2s1 (stereo unspecified)	-10.4
CC(=O)NC(c1ccccc1)c1cccnc1 (stereo unspecified)	-3.1&-6.9
CCOc1cc(-c2nc3ccccn3c2N=Cc2ccc(Cl)cc2)ccc1O	-4.6
CCCCN(Cc1ccccc1)S(=O)(=O)c1ccc2c(c1)CC(C)N2C(=O)CC (stereo unspecified)	-2.1
O=C(C(Cc1ccccc1)n1cccc1)N1CCN(C2CCCCC2)CC1 (stereo unspecified)	-8.8
COc1ccccc1CNC(=O)C1CCN(C(=O)N(C)C)CC1	-2.2
Cc1ccccc1C(=O)Nc1ccccc1C(=O)N1CCCCC1	0.6
CC(=O)NC(CCS(C)(=O)=O)C(=O)Nc1ccccc1F (stereo unspecified)	-5.5
O=C(CC(C(=O)N1CCc2ccccc21)n1ccnc1)NC1CC1 (stereo unspecified)	-4.9

These rows are one share of the data, so the mix of outcomes need not match the whole.
